GC-A act = GC-A stimulated cGMP production enhancers – HEK293 GC-A cells, cGMP TR-FRET, EC30 ANP, primary screen; 0% at EC30 ANP, 100% saturating ANP; activation, % at 10 µM; actives 0.14% (n = 370,000); AID 1671463, 2021; in the data active = activation above about 40%
sPLA2-III inh = human group III sPLA2 inhibitors, primary screen, biochemical, QFRET, BODIPY PC-A2 liposome substrate; Group 3 secretory phospholipase A2 (Homo sapiens), Q9NZ20; QFRET BODIPY PC-A2 liposome hydrolysis, fluorescence; inhibition, % at 12.2 µM; actives 0.56% (n = 370,000);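 active = inhibition above mean plus 3 SD of compounds lying within the high and low control bounds, cut at about 19% in these data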;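 note: 0% = median of test compound wells and 100% = no enzyme DMSO wells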
Target sequence (Q9NZ20 whole entry, looked up): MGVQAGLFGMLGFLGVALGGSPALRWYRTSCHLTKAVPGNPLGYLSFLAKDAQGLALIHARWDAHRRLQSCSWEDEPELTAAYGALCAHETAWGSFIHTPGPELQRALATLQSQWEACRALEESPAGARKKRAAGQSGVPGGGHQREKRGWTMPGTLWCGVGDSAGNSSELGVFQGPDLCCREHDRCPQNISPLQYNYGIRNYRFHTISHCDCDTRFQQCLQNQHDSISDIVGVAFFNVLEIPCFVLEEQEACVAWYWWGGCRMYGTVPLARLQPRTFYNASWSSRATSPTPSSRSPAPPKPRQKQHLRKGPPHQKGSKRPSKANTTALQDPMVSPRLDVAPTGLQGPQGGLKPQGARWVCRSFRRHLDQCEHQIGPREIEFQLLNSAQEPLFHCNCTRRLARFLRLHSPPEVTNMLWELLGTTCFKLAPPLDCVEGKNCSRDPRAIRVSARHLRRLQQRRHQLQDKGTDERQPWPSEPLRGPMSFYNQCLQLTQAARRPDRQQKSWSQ
ssDAF-12 act = S. stercoralis DAF-12 nuclear receptor activators, primary screen, cell-based, luminescence, HEK293, GRIP1 co-expression, lit1-tk-luc; Nuclear hormone receptor DAF-12 (Strongyloides stercoralis); HEK293 ssDAF-12/GRIP1 lit1-tk-luc reporter; % of 3 µM dafachronic acid response; activation, % at 6.8 µM; actives 1% (n = 370,000);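 active = activation above the mean over all tested compounds plus 3 SD, cut at about 0.9% in these data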;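 note: 0% = DMSO-only wells and 100% = 3 µM delta7-dafachronic acid wells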
ADAM10 inh = human ADAM10 inhibitors, primary screen, biochemical, QFRET, HTS; inhibition, % at 7 µM; recombinant ADAM10, EDANS/DABCYL FRET peptide cleavage, 3 h; Disintegrin and metalloproteinase domain-containing protein 10 (Homo sapiens), O14672; actives 0.62% (n = 370,000);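 active = inhibition above a per-campaign cutoff equal to the mean of compounds falling between control-based bounds plus 3 SD, cut at about 20% in these data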;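 note: 0% = DMSO wells while the 100% control is not disclosed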
DAX1 inh-1 = DAX1 (NR0B1) inhibitors on StAR promoter, primary screen, cell-based, luminescence, SF-1 (NR5A1), full-length DAX-1; HEK293T StAR-luciferase reporter, SF-1/DAX-1 repression relief; inhibition, % at 6.8 µM; actives 1.1% (n = 370,000); AID 652010, 2013;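 active = inhibition above the mean over all tested compounds plus 3 SD, cut at about 3.6% in these data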;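 note: 0% = DAX-1 cells with DMSO and 100% = cells lacking DAX-1 with DMSO; higher inhibition means more luminescence from relief of DAX-1 repression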
GC-B act = human GC-B receptor activators, primary screen, HEK293 GC-B cells, cGMP TR-FRET, EC30 CNP; 0% at EC30 CNP, 100% saturating CNP; actives 0.11% (n = 370,000); Atrial natriuretic peptide receptor 2 (Homo sapiens), P20594; activation, % at 10 µM;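 active = activation at 10 µM reaching about 35% in either raw or pattern-adjusted values, limit read from the data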
GAA850 FXN act = FXN promoter activators, primary screen, cell-based, luciferase luminescence, HEK293 lucGAA850 | actives 0.56% (n = 360,000) | activation, % at 6 µM | HEK293 lucGAA850 FXN promoter luciferase reporter, 24 h; percent of 10 µM SAHA response | AID 540364, 2011;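 active = activation above the average of all compounds screened plus 3 SD, cutoff fixed separately per campaign, cut at about 7.5% in these data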;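 note: 0% = DMSO wells and 100% = 10 µM SAHA wells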
DAX1 inh-2 = DAX1 (NR0B1) inhibitors, primary screen, cell-based, HEK293, Gal4-DAX1, luciferase luminescence | Nuclear receptor subfamily 0 group B member 1 (Homo sapiens), P51843 | HEK293 Gal4-DAX1 luciferase reporter | inhibition, % at 6.75 µM | actives 0.99% (n = 340,000) | AID 504766, 2011;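 active = inhibition above the mean over all tested compounds plus 3 SD, cut at about 4.2% in these data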;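 note: 0% = DAX1-transfected cells with DMSO and 100% = empty-vector control cells with DMSO; inhibition shows as a rise in luminescence from relieved DAX1 repression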
Target sequence (P51843 207-470 limits assumed): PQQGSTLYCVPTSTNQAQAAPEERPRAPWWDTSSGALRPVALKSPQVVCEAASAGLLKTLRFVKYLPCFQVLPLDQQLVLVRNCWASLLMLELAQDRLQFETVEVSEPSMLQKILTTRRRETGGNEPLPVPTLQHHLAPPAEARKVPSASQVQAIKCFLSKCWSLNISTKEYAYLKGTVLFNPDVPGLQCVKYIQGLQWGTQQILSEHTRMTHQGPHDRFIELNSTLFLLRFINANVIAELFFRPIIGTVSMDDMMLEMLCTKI
hgDAF12 agonist = H. glycines DAF-12 receptor agonists, primary screen, cell-based, luminescence, HEK293, GAL4 fusion, UAS-luciferase | Nuclear hormone receptor DAF-12 (Heterodera glycines), GAL4 fusion | HEK293 GAL4-hgDAF12 UAS-luciferase reporter, agonist luminescence; normalized to butyrate control | activation, % at 6.8 µM | actives 1.8% (n = 370,000) | AID 687014, 2013;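 active = activation above a cutoff set at the mean of all screened compounds plus 3 SD, cut at about 10% in these data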;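 note: 0% = DMSO wells and 100% = sodium butyrate wells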
SMARCA2 act = SMARCA2 (BRM) function activators, primary screen, cell-based, luminescence, high throughput | activation, % at 9.1 µM | MG213 cells, MMTV-luciferase reporter, dexamethasone, overnight | actives 1% (n = 370,000); in the data active = activation above about 7.8%;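 note: 0% = vehicle wells and 100% = reference activator wells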
hcDAF12 agonist = H. contortus DAF-12 nuclear receptor activators, primary screen, cell-based, luminescence, HEK293, lit1-tk-luc reporter; HEK293 hcDAF-12 lit1-tk-luc reporter; 0% DMSO, 100% Δ7-dafachronic acid; activation, % at 6.8 µM; actives 1.4% (n = 370,000);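 active = activation above the mean of all tested compounds plus 3 SD, cut at about 5.5% in these data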;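 note: 100% = response to 3 µM Δ7-dafachronic acid high control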
* marks the source's active call; other numbers are inactive results; i = inactive; / = not tested or not shown. Rows are unselected; overall some 6.6% were active at least once.

Structure	SMARCA2 act	hgDAF12 agonist	GAA850 FXN act	hcDAF12 agonist	ssDAF-12 act	sPLA2-III inh	DAX1 inh-1	GC-A act	GC-B act	ADAM10 inh	DAX1 inh-2
C=CCNc1nc(C(=O)OCC(=O)c2ccc(F)cc2)cs1	4	3.4	1.3	-0.1	-0.3	-11	2.0	2	-2	2	2.8
CCN(CC)CCN1C(=O)c2ccccc2NC1c1cc(OC)c(OC)c(OC)c1 (configuration not stated)	-2	-0.5	4.5	-0.9	-0.9	-6	-0.2	-4	-4	i	-0.5
O=c1[nH]c(CN2CCOCC2)nc2ccccc12	-4	-5.2	-0.5	0.3	-1.1	2	0.7	1	-1	-2	0.3
COc1cc(NC(=O)c2cccnc2Sc2ccc(Cl)cc2)cc(OC)c1OC	2	-5.0	-3.6	-3.6	-1.6	-5	-0.8	-9	-7	4	-1.2
CC(=O)Nc1nc(C)nc(C)c1C(C)=O	-3	-3.1	0.8	-0.6	-1.3	-3	-0.4	0	4	0	0.7
Cc1cc(C)nc(NC(=O)Cc2ccc(Br)cc2)n1	-4	1.2	-1.7	-0.2	-1.6	6	1.7	5	0	-7	0.0
CNC(=O)c1ccc(Nc2nnc(-c3ccc(C)c(S(N)(=O)=O)c3)c3ccccc23)cc1	-1	-3.5	1.4	1.0	-1.2	6	-0.4	11	-3	-11	0.3
N#Cc1cccc(C(=O)C(=O)N2CCC(c3ccccc3)CC2)c1	-6	-0.4	/	-1.3	0.0	5	-0.3	2	-8	-1	/
C[C@@H]1CCCCO[C@H](CN(C)C(=O)Nc2ccccc2)[C@@H](C)CN([C@H](C)CO)C(=O)c2cc(NS(=O)(=O)c3cn(C)cn3)ccc2O1	1	3.9	1.4	-2.1	-1.1	12	0.1	6	1	-14	3.3
O=C(COC(=O)CCc1nc2ccccc2c(=O)[nH]1)Nc1ccc2c(c1)OCO2	-1	3.1	0.5	-1.8	-1.4	4	0.2	-3	-1	-6	1.3
Nc1ncc2c(n1)-c1ccccc1CC2	-1	8.6	1.4	-1.2	-1.0	2	0.4	7	3	i	0.0
COc1ccc(Cl)cc1S(=O)(=O)NC(C)c1cnn(-c2ccccn2)c1C (configuration not stated)	-1	-1.7	-2.8	-2.2	-1.0	-11	0.3	0	-2	4	0.0
CC(=O)c1sc(NC(=O)c2oc3ccc(F)cc3c2C)nc1C	5	3.4	5.9	6.9*	-0.2	5	3.5	-1	2	-14	2.1
Cc1nn(-c2ccccc2)c(N)c1N=Nc1cccnc1	3	12*	5.2	3.5	-0.9	15	0.5	0	4	6	1.2
CCOc1ccccc1NC(=O)c1cc2c(C)nn(-c3ccccc3)c2s1	-7	2.0	/	-1.5	-1.4	6	0.3	2	-5	-3	/
O=[N+]([O-])c1ccc(Nc2ccccc2O)c([N+](=O)[O-])c1	-2	9.6	1.7	-1.1	-1.1	-32	0.2	5	-1	13	1.1
Cc1ccc2nc(C(=O)N3CCCC(Nc4ccc(F)cc4)C3)cn2c1 (configuration not stated)	2	1.7	0.3	-0.1	-0.9	-3	1.4	0	1	-1	0.9
COc1ccc(CC(O)CO)cc1OCc1ccccc1 (configuration not stated)	-1	0.6	-0.6	0.3	-0.9	6	-0.4	-1	3	-6	1.4
CCCCCN(C(=O)NC(=O)Nn1cnnc1)S(C)(=O)=O	1	1.8	0.5	-0.4	-1.2	4	0.3	-2	-1	2	-1.0
O=C(CSc1nnc(-c2ccncc2)o1)Nc1ccc(F)c(F)c1	-3	3.7	2.5	0.1	-0.7	11	-1.2	2	1	-2	1.0

(further entries)
Structure	SMARCA2 act	hgDAF12 agonist	GAA850 FXN act	hcDAF12 agonist	ssDAF-12 act	sPLA2-III inh	DAX1 inh-1	GC-A act	GC-B act	ADAM10 inh	DAX1 inh-2
N#Cc1c(=O)c2nc(NCc3ccccc3)ncc2n2ccccc12	-3	-2.3	0.5	0.7	-0.6	1	0.0	19	4	-402	-0.3
COc1ccc(C)cc1NC(=O)C1CC(=O)N(CCc2ccccc2)C1 (configuration not stated)	-4	-2.6	-0.9	-1.1	-1.3	0	0.1	-4	-3	7	-0.6
Cc1ccc(N(CC(=O)NCC2CCCO2)S(=O)(=O)c2ccccc2)c(C)c1 (configuration not stated)	1	-1.9	-0.9	-1.1	-1.1	2	-0.3	2	-3	-17	1.2
COCCOn1c(SCCOC)nc2ccccc2c1=O	-1	1.7	0.0	0.4	-1.8	-2	-0.4	1	3	4	-0.9
O=C(Cn1cnc2scc(-c3ccccc3)c2c1=O)NCc1ccco1	-3	0.0	0.0	-0.4	-1.6	-3	0.1	4	-10	1	1.0
NS(=O)(=O)c1ccc(NC(=O)c2ccc(F)cc2F)c(NC(=O)c2ccc(F)cc2F)c1	-3	-2.4	0.4	-0.4	-1.4	-3	0.0	-1	3	-9	-0.4
O=C(CNC(=O)c1ccccc1Cl)Nc1ccc(F)cc1	-3	0.9	2.9	-2.4	-0.4	-2	0.3	6	0	0	0.8
NC(=O)NCCCC(NC(=O)c1ccc(C#CC2(O)CCCCC2)cc1)C(=O)O (configuration not stated)	-1	1.7	1.8	-0.5	-0.9	-1	-0.1	-2	0	-4	0.4
NC(=O)c1ccsc1NC(=O)COC(=O)/C=C/c1ccccc1[N+](=O)[O-]	1	3.9	0.6	0.8	-1.1	-3	-0.3	5	-5	-4	-1.8
Cc1ccccc1-c1ccc(=O)n(CC(=O)Nc2ccc(N3CCOCC3)cc2)n1	1	1.0	1.0	-1.2	-0.3	-4	-0.4	1	0	3	-0.4
COC(=O)c1ccc(N)cc1O	0	1.9	1.2	0.3	-1.2	0	-0.1	1	6	-6	1.3
COc1ccc(CNC(=O)C(C)N2C(=O)NC(c3ccccc3)(c3ccccc3)C2=O)cc1 (configuration not stated)	0	-1.9	-3.2	-3.4	-1.3	-2	2.6	-2	-2	-5	0.3
CCn1c(C)c(C(C)=O)c(N2CCCCC2)nc1=S	0	-0.2	1.5	1.0	-0.1	14	0.3	6	-1	8	0.0
CC(=O)Oc1ccc(C(=O)Nc2cccc(C(=O)c3ccc(C)c(C)c3)c2)cc1	-8	-2.8	0.5	-3.5	-1.3	-26	-1.6	7	2	32*	-1.4
CCOc1ccc(C(C(=O)NC2CCCCC2)N(C(=O)Cc2cccs2)c2ccc(-n3cnnn3)c(OC)c2)cc1 (configuration not stated)	-2	3.5	-3.3	-1.2	-0.5	3	0.4	-2	6	6	0.5
CN(C)C(=O)CN(C)S(=O)(=O)c1ccc(Cl)cc1	-1	0.4	1.8	-0.6	-0.9	8	-0.3	2	6	-4	0.8
C/C(=N\NC(=O)Cc1ccc(Cl)cc1)c1cccnc1	-1	0.9	3.5	-1.3	-1.2	1	1.6	1	2	0	-0.2
O=C(CCCC(=O)OCC(=O)c1cccs1)Nc1ccc(Oc2ccccc2)cc1	-1	-1.5	-0.4	-0.3	-1.3	-59	-0.6	13	-1	9	-0.5
C=CCn1c(=S)sc2c(=O)[nH]cnc21	1	1.7	0.6	-2.7	-0.4	-7	0.1	3	2	2	/
COc1ccc(CCNC(=O)c2cccc(S(=O)(=O)N3CCCCCC3)c2)cc1	-2	-0.5	-0.7	-0.7	-1.4	-10	-0.8	-1	-4	8	-1.0
O=C(NCc1cccnc1)c1csc([C@H]2C[C@H](O)[C@@H](CO)O2)n1	2	-5.2	-0.5	-2.5	-1.6	8	0.2	-2	-3	3	/
Cn1ccnc1SCCC#N	1	-1.1	-1.8	-1.1	-1.4	3	-0.3	0	-1	4	0.3
NNC(=O)c1csc(COc2cc(Cl)cc(Cl)c2)n1	-3	0.0	1.2	1.2	-0.4	0	-0.9	-5	-1	-3	/

Full records from above. Order of screens: SMARCA2 act, hgDAF12 agonist, GAA850 FXN act, hcDAF12 agonist, ssDAF-12 act, sPLA2-III inh, DAX1 inh-1, GC-A act, GC-B act, ADAM10 inh, DAX1 inh-2
Cc1ccc(N(CC(=O)NCC2CCCO2)S(=O)(=O)c2ccccc2)c(C)c1 (configuration not stated) reads 1, -1.9, -0.9, -1.1, -1.1, 2, -0.3, 2, -3, -17, 1.2
COC(=O)c1ccc(N)cc1O reads 0, 1.9, 1.2, 0.3, -1.2, 0, -0.1, 1, 6, -6, 1.3
CN(C)C(=O)CN(C)S(=O)(=O)c1ccc(Cl)cc1 reads -1, 0.4, 1.8, -0.6, -0.9, 8, -0.3, 2, 6, -4, 0.8
CCn1c(C)c(C(C)=O)c(N2CCCCC2)nc1=S reads 0, -0.2, 1.5, 1.0, -0.1, 14, 0.3, 6, -1, 8, 0.0
